# STK33 inh = inhibitors of human STK33 kinase | Q9BYT3 | purified STK33, MBP phosphorylation, ADP-Glo luminescence | inhibition, % at 10 µM | 0.073% of 320,000 active | AID 2661;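 active = inhibition at or above 25%, using the most active replicate where run in duplicate; inactive = inhibition below 25%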
# Target sequence (Q9BYT3 whole entry, looked up): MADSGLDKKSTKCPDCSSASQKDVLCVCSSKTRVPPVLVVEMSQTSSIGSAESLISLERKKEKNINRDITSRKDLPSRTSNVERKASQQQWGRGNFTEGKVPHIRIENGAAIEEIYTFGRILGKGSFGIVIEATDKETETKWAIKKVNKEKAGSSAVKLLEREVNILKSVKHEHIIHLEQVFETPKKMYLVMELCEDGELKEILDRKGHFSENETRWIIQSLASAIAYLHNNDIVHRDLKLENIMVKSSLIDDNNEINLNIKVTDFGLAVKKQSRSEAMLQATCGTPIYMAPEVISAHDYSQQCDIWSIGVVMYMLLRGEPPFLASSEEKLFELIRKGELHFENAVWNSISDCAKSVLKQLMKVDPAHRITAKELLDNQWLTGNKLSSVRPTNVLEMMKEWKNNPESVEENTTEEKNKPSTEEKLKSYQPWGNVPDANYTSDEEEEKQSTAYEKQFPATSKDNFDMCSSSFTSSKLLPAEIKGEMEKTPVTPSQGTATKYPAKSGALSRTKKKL
# Kir21 block = Kir2.1 (mouse) channel inhibition; P35561; HEK293-Kir2.1, FluxOR thallium flux fluorescence; stronger effect = lower value; B-score at 10 µM; 0.85% of 310,000 active;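 active = fluorescence ratio B-score at or below minus 3 SD of library scores, with starting-brightness B-score within 2 SD, cut at about -4.2 in these data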;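 also: channel flux triggered by added potassium and thallium sulfate stimulus; B-score of peak minus minimum fluorescence over baseline after thallium stimulus; more negative B-score means stronger Kir2.1 block with less thallium influx; some compounds called inactive have numbers as strong as hits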
# Target sequence (P35561 whole entry, looked up): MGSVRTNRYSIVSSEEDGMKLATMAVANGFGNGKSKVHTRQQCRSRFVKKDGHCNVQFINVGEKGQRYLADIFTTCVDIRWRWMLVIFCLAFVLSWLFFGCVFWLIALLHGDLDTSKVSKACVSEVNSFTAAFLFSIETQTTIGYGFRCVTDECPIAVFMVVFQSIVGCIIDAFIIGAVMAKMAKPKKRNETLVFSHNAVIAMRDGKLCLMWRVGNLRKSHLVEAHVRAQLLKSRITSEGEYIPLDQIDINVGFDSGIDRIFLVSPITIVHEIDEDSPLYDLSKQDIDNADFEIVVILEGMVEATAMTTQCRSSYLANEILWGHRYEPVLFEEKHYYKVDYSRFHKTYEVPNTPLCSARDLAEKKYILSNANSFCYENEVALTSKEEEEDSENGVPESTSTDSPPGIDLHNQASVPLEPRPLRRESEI
# * marks the source's active call; other numbers are inactive results; . = no result given.
SMILES,STK33 inh,Kir21 block
CSc1ccc(/C=C(\C(=O)O)c2ccc(S(=O)(=O)N3CCCCC3)s2)cc1,3.1,2.1
CN(C)c1ccc(C(=O)OCC(=O)NC2CCCCC2)cc1,1.9,-0.87
O=C(N=C1SC2CS(=O)(=O)CC2N1c1c(Cl)cccc1Cl)C1CC1 (stereo not given),-0.1,1.8
COc1ccc(C2CC(=O)N(C)c3ccccc3S2)cc1OC (stereo not given),-1.5,-0.92
CCc1ccc(N(CC(=O)NC(C)(C)C)C(=O)CNC(=O)c2cccs2)cc1,-0.3,0.11
O=C(c1ccco1)N1CCN(S(=O)(=O)c2ccc(Oc3ccccc3)cc2)CC1,-0.5,-0.06
Cc1ccc(OCC(=O)NNC(=O)CSc2ncnc3sc(C)c(C)c23)cc1,0.8,-0.38
CN(C)CCNc1c2c(nc3ccccc13)CCC2,-0.7,0.21
Cc1cc(C)n(C(=O)CNC(=O)c2cccs2)n1,-1.4,-0.88
COCCN(C(=S)Nc1ccc(C)cc1)C(C)c1ccco1 (stereo not given),-3.2,-0.01
Cn1c(CNC(=O)CNC(=O)c2ccc(F)cc2)cc(=O)n(C)c1=O,-0.6,0.77
O=C(c1ccc(S(=O)(=O)Cc2ccccc2Cl)c([N+](=O)[O-])c1)N1CCN(c2ccccn2)CC1,1.1,0.17
Cc1ccc(S(=O)(=O)Nc2ccc3c(c2)C(=O)N([C@H](C)CO)C[C@H](C)[C@@H](CN(C)Cc2ccc(-c4ccccc4)cc2)O3)cc1,1.5,.
O=C(Cc1ccccc1)NNC1CC(=O)N(c2ccc(Cl)cc2)C1=O (stereo not given),0.2,3.4
CC(Oc1ccc2c(-c3ccccc3)cc(=O)oc2c1)C(=O)NC(Cc1c[nH]c2ccc(O)cc12)C(=O)O (stereo not given),-0.5,0
COc1cccc(C2CC(c3ccc(C)cc3)n3ncnc3N2)c1 (stereo not given),1.6,-0.51
CC(=O)c1cccc(NC(=O)N2CCCC2C(=O)Nc2ccc3c(c2)OCO3)c1 (stereo not given),0.1,-1.2
CCC(=O)Nc1sc(C(=O)OC)c(C)c1C(=O)OC,-1.4,-0.33
CCOc1cc(/C=N/NC(=O)CN2CCCCC2)ccc1OCc1cccc(Cl)c1,0.6,-4.7*
C#Cc1ccc([C@@H]2C=C(C(=O)OCC=C)O[C@H](OCc3ccc(CO)cc3)C2)cc1,-1.9,-1.2
CC(C)(C)n1nnnc1C(c1ccc(C(F)(F)F)cc1)N(Cc1ccc(F)cc1)Cc1ccco1 (stereo not given),-0.4,1.2
O=C(Nc1cccc(C(=O)O)c1)/C(=C\c1ccccc1Cl)NC(=O)c1ccco1,-0.9,-0.56
Cn1c(/C=N/c2nc3ccccc3[nH]2)nc2ccccc21,0.8,-0.25
Cc1ccc(C(=O)N/C(=C/c2ccco2)C(=O)N2CCCCC2)cc1,0.6,-0.13
Cc1ccc(C)c(NC(=S)Nc2ccc(S(=O)(=O)Nc3ncccn3)cc2)c1,-1.8,1.3
O=S(=O)(c1ccc(F)cc1F)N1CCCN(c2ccc(C(F)(F)F)cn2)CC1,-0.1,-0.31
Cc1cc(C)c2c(CCl)cc(=O)oc2c1,-1.4,-1.1
COc1ccc(NC(=O)c2ccc(Cn3cc(Cl)cn3)cc2)cc1,-2.0,-0.17
CCCC12CN(C(=O)c3ccc([N+](=O)[O-])cc3)CC(C)(CN(C(=O)c3ccc([N+](=O)[O-])cc3)C1)C2=O,-1.2,0.66
COC(=O)c1[nH]c2ccc(Br)cc2c1NC(=O)CN1CCN(C2CCCCC2)CC1,-1.3,-4.2
Fc1ccc(CSc2nc3ncccc3[nH]2)cc1,0.6,1.4
O=S(=O)(Nc1nccs1)c1ccc(F)cc1,-1.2,0.23
COCCN1C(=O)C(=O)/C(=C(/O)c2cccc(OC)c2)C1c1ccncc1 (stereo not given),-2.2,0.27
CC(C)(C)N1CC(c2nc3ccccc3n2CCOc2ccccc2)CC1=O (stereo not given),-1.3,-0.87
COc1cccc(C(=O)Oc2cccc(N3C(=O)C4C5CC(C(Br)C5Br)C4C3=O)c2)c1 (stereo not given),-1.6,-0.01
CC(=O)NC(CC(=O)NCc1ccncc1)c1ccccc1 (stereo not given),-0.5,2.4

# Six consecutive records out of the list so far, quoted:
SMILES,STK33 inh,Kir21 block
Fc1ccc(CSc2nc3ncccc3[nH]2)cc1,0.6,1.4
O=S(=O)(Nc1nccs1)c1ccc(F)cc1,-1.2,0.23
COCCN1C(=O)C(=O)/C(=C(/O)c2cccc(OC)c2)C1c1ccncc1 (stereo not given),-2.2,0.27
CC(C)(C)N1CC(c2nc3ccccc3n2CCOc2ccccc2)CC1=O (stereo not given),-1.3,-0.87
COc1cccc(C(=O)Oc2cccc(N3C(=O)C4C5CC(C(Br)C5Br)C4C3=O)c2)c1 (stereo not given),-1.6,-0.01
CC(=O)NC(CC(=O)NCc1ccncc1)c1ccccc1 (stereo not given),-0.5,2.4

# (further entries)
SMILES,STK33 inh,Kir21 block
COc1cc(CC(=O)Nc2nc(-c3ccc(F)c(F)c3)cs2)cc(OC)c1OC,0.9,0.96
COc1ccc2c(c1)-c1nc(/N=C/c3cccc(OC)c3O)sc1CC2,0.7,2
O=C(NCCCn1ccnc1)c1cccc(S(=O)(=O)Nc2ccc(Br)cc2)c1,.,-2.8
CC(=O)CSc1ncnc2sc3c(c12)CCCC3,1.7,1.9
CCCCCCSc1ccc(-c2nc3cc(C)ccn3c2NC2CCCCC2)cc1,-0.8,.
COc1cc(C(=O)NCCCCc2ccccc2)cc(OC)c1OC,-0.6,0.77
CCc1ccc(OCCCC(=O)Nc2ccc(N3CCCCC3)cc2)cc1,-0.9,0.49
Cc1ccc(-c2cc(C(=O)Nc3ccc(S(=O)(=O)Nc4nc(C)cc(C)n4)cc3)c3ccccc3n2)cc1,-0.9,2.1
O=C(Nc1nncs1)c1cccc(S(=O)(=O)N2CCc3ccccc32)c1,1.6,-2.1
Cc1cc(C(=O)O)ccc1-c1ccc(/C=C2\NC(=O)N(Cc3ccccc3Cl)C2=O)o1,-0.6,1.1
CCc1nn(C)c2c(=O)c(=O)c2n(C)[nH]1,-1.1,-2
Cc1n[nH]c(C)c1S(=O)(=O)N1CCCC(C(=O)N2CCN(c3ccc(Cl)cc3)CC2)C1 (stereo not given),-0.3,.
CCOc1ccccc1OCCCC(=O)Nc1cccc(-n2cnnn2)c1C,0.3,.
CCC(Sc1ncnc2c1nnn2-c1ccc(F)cc1)C(=O)OC (stereo not given),0.4,0.79
c1ccc(COc2ccccc2CNC2CCCC2)cc1,-1.1,-2.9
O=C1CCCc2nc(N3CCN(C(c4ccccc4)c4ccccc4)CC3)ncc21,-0.8,-0.24
COCCn1c(N)c(N(Cc2ccccc2)C(=O)Cc2c(Cl)cccc2Cl)c(=O)[nH]c1=O,-0.3,1.6
O=C(CCNC(=O)c1ccc([N+](=O)[O-])cc1)Nc1nccs1,-0.2,1.2
COc1ccc(C(=O)NCCNc2ccc([N+](=O)[O-])cn2)cc1,0.8,-1.2
COC(=O)c1[nH]c2cc(OC)ccc2c1NC(=O)CN1CCC(C(N)=O)CC1,1.9,-0.29
CCc1ccc(-c2nnn(Cc3nc4ccccc4s3)n2)cc1,-1.0,-0.08
Cc1cc(C)c(/C=C(\C#N)C(N)=S)c(C)c1,-2.2,-2.1
Cc1ccc(Sc2ccc(NC(=O)c3ccc(S(C)(=O)=O)cc3Cl)cc2)cc1,-1.2,0.75
NS(=O)(=O)c1cccc(NC(=O)COc2ccc([N+](=O)[O-])cc2)c1,0.3,-0.03
COc1cc(C)c(C(=O)Oc2cc(C)c(C(=O)O)c(O)c2C)c(O)c1C,0.1,0.57
c1ccc(CSc2ncn(-c3ccccc3)n2)cc1,-1.0,1.5
C/C(=N\Nc1ccc(S(N)(=O)=O)cc1[N+](=O)[O-])c1cccs1,-0.9,0.87
Cc1[nH]c(C)c(S(=O)(=O)N2CCN(c3cccc(Cl)c3)CC2)c1C(=O)N1CCCC1,-2.0,-0.29
Cc1ccc(-c2cc(N)n(Cc3ccc(Cl)cc3)n2)cc1,-1.7,-0.17
COCc1cc(CN2CCCC(C(=O)c3cccc(C(F)(F)F)c3)C2)ccc1OC (stereo not given),0.0,-0.37
O=C(NCCCc1ccccc1)[C@@H]1Cc2ccccc2CN1,-0.6,0.98
C/C(CC(=O)Nc1cccc(Br)c1)=N\NC(=O)c1ccc(O)cc1O,2.2,-0.76
Nc1ccc2nc(C3CCCCC3)[nH]c2c1,-0.3,0.17
C=CCOC(=O)C1=C(C)Nc2nnnn2C1c1ccc(OC)cc1OC (stereo not given),0.3,0.78
CCN(CC)S(=O)(=O)c1ccc(Cl)c(C(=O)OCC(=O)c2c(N)n(C)c(=O)n(C)c2=O)c1,-1.0,0.21
COc1ccc(OC)c(S(=O)(=O)N2CCc3ccccc32)c1,-0.7,-1.4
Cc1ccc2nc(-c3ccccc3)cc(C(=O)NCC3CCCO3)c2c1 (stereo not given),-1.5,0.64
Cc1ccsc1/C=C(\C#N)C(=O)NCc1ccco1,-0.5,1.3
O=C(c1ccc(Cl)c(S(=O)(=O)N2CCCCC2)c1)N1CCN(Cc2ccccc2)CC1,-2.1,-0.57
Cc1nc2cc(-c3ccccc3)nn2c(N)c1-c1ccccc1,-0.2,.
C=CCNC(=O)CN(c1ccc(OC)cc1OC)S(C)(=O)=O,0.2,-0.46
Cc1ccc(S(=O)(=O)N2CCC(C(=O)N[C@H](C(=O)NC3CCS(=O)(=O)C3)C(C)C)CC2)cc1 (stereo not given in full),-1.0,-0.57
Cc1ccc(S(=O)(=O)N2CCOCC2)cc1C(=O)OCC(=O)N(Cc1ccccc1)C(C)C,-0.4,.
CCN1C(=O)[C@H]2[C@@H](c3ccc(C)cc3)N3C(=O)N(c4ccc(OC)cc4)C(=O)[C@@]3(C)[C@H]2C1=O,-2.0,-0.31
O=C(COc1ccc(Cl)cc1)N1CCN(C(=O)c2cccs2)CC1,0.7,-0.21
Cn1c(=O)c2c(nc(NCc3ccccc3)n2CCCc2ccccc2)n(C)c1=O,-0.4,0.35
CCOc1ccccc1NC(=O)CCc1ccc(C)o1,-1.3,-0.37
CC(C)(C)c1ccc(C(=O)n2cnc3ccccc32)cc1,-2.5,-0.01
COc1nc(N(C)C)nc(N(C#N)CCOC(C)=O)n1,-1.0,1.2
CN(C)CCn1c(C(=O)O)cc2ccccc21,-3.1,1.1
CC(=O)Oc1ccc2ccccc2c1C(NC(=O)Cc1ccccc1)c1ccccc1Cl (stereo not given),-1.5,0
CCc1c(C)nc(SCC(=O)N2CCCCC2CC)[nH]c1=O (stereo not given),-2.6,0.34
Cc1cc(NC(=S)NC(=O)c2ccccc2)ccc1-c1cc2ccccc2oc1=O,-1.7,-0.92
CCOc1ccc(C(=O)Nc2ccc3c(c2)OCO3)cc1OCC,-1.3,-0.25
Cc1ccc(NC(=O)NC(=S)NC(=O)c2ccccc2)cc1,-1.5,0.02
CCOC(=O)NC(NCC(O)c1ccccc1)(C(F)(F)F)C(F)(F)F (stereo not given),-0.1,-1.8
O=C(O)CNC(=S)N(Cc1ccccc1)Cc1cccnc1,0.3,-0.92
CCOc1ccc(S(=O)(=O)NCCC(=O)NCC(C)(C)N2CCOCC2)cc1,-0.7,0.11
CCn1c(SCC(=O)N(C)c2ccccc2)nc2c([nH]c3ccccc32)c1=O,-1.3,-0.03
Cc1ccc(C)c(NC(=S)NNC(=O)c2cc3c(s2)CCC(C)C3)c1 (stereo not given),0.6,-1.6

# Looked up one by one from the list above (5):
SMILES,STK33 inh,Kir21 block
C=CCNC(=O)CN(c1ccc(OC)cc1OC)S(C)(=O)=O,0.2,-0.46
COc1ccc2c(c1)-c1nc(/N=C/c3cccc(OC)c3O)sc1CC2,0.7,2
CC(Oc1ccc2c(-c3ccccc3)cc(=O)oc2c1)C(=O)NC(Cc1c[nH]c2ccc(O)cc12)C(=O)O (stereo not given),-0.5,0
Cc1n[nH]c(C)c1S(=O)(=O)N1CCCC(C(=O)N2CCN(c3ccc(Cl)cc3)CC2)C1 (stereo not given),-0.3,.
COCc1cc(CN2CCCC(C(=O)c3cccc(C(F)(F)F)c3)C2)ccc1OC (stereo not given),0.0,-0.37

# Next compounds follow.
SMILES,STK33 inh,Kir21 block
c1cc(-c2nnc(-c3ccncc3)o2)ccn1,0.5,0.08
COC(=O)CSc1nnc(CNc2ccc(F)cc2)o1,-0.4,0.53
CC(OC(=O)c1cccn1C)C(=O)Nc1ccc2c(c1)OCO2 (stereo not given),2.9,-0.47
Cc1ccc(N2CCN(S(=O)(=O)N3CCOCC3)CC2)cc1C,-2.7,1.1
O=C1CC(c2ccsc2)c2cc3c(cc2N1)OCCO3 (stereo not given),-0.5,0.84
CCN(CC(=O)Nc1ccc(NC(C)=O)cc1)C(=O)Cc1cccc2ccccc12,3.0,-0.27
CCOC(=O)c1cnn(-c2ccccc2)c1NC(=O)C(F)(F)C(F)(F)C(F)(F)F,-0.6,0.94
CCOC(=O)c1sc(N(Cc2ccccc2)C(=O)CCl)nc1C,1.0,-0.53
CC1CCCCN1c1ccc(N)cc1C(N)=O (stereo not given),-0.8,1.3
COc1ccc2sc(-c3ccccc3OC)c(-c3ccc(O)cc3)c2c1,-0.9,.
CCN(CC)CCNC(=O)Cn1cnc2sc(C)c(S(=O)(=O)N3CCOCC3)c2c1=O,-1.7,-0.16
COc1ccc(S(=O)(=O)NC2CC(=O)N(c3cccc(F)c3)C2)cc1OC (stereo not given),.,0.47
O=c1[nH]c2ccccc2nc1NCc1ccccc1,-1.5,0.66
CCCNC(=O)Cn1c(-c2ccc(F)cc2)cc(C(=O)OCC)c1C,-0.7,2.8
O=C(Nc1cc(=O)[nH]c2nc(-c3ccccc3)nn12)c1ccccc1Cl,-0.5,-0.81
O=C(COC(=O)Cc1cccs1)Nc1cccc(S(=O)(=O)N2CCOCC2)c1,-0.2,0.45
CCOC(=O)C1=C(COC(=O)c2ccc(OC(C)C)cc2)NC(=O)NC1C (stereo not given),-0.7,0.01
Nc1c(C(=O)Nc2ccc(Cl)cc2)oc2ccccc12,-1.5,1.6

# Compound activity: PubChem BioAssay, several laboratories
